CCHF vOTU inh = CCHFV vOTU protease inhibition; Pep-AMC fluorescence; inhibition, % at 11.5 µM; actives 0.55% (n = 370,000); AID 651958; in the data active = inhibition above about 30%; also: 0% = vehicle wells with enzyme and 100% = no enzyme wells
BoNT A protease = blocks Botulinum neurotoxin A light chain protease. multiplex microsphere protease substrate cleavage, flow cytometry. inhibition, % at 10 µM. actives 0.17% (n = 360,000); also: plate controls were buffer without enzyme for full effect and enzyme alone for no effect
VHR inh abs = inhibitors of human VHR1 phosphatase (DUSP3); P51452; recombinant VHR phosphatase, pNPP absorbance; inhibition, % at 13.3 µM; actives 0.52% (n = 290,000); AID 1654; in the data active = inhibition above about 50%; also: some compounds called inactive have numbers as strong as hits
Yp Topo-I inh = inhibitors of Yersinia pestis topoisomerase I; AID 504884; activity, % at 10 µM; Y. pestis Topo-I cleavage product accumulation, plate reader; actives 0.064% (n = 360,000); in the data active = activity above about 50%, passing the limit was not always enough; inconclusive = no clear call, values can overlap the other calls; also: inactives centre near 2
TcdB GH inh = TcdB glycohydrolase inhibition | TcdB glycohydrolase enzymatic assay, plate reader | inhibition, % at 9.99 µM | actives 0.24% (n = 350,000) | AID 652162; in the data active = inhibition above about 10%
SSB-PriA inh = inhibitors of Klebsiella pneumoniae PriA binding to SSB C-terminal tail | AlphaScreen SSBct-PriA binding, biotinylated peptide | inhibition, % at 33 µM | actives 0.6% (n = 430,000) | AID 1272365; in the data active = inhibition mostly above about 37%, no sharp cut-off; inactive = mostly below about 20%;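 also: plate controls were negative control peptide for no effect and reference peptide for full effect; strong numbers were not always called active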
Anthrax LF prot = blocks Bacillus anthracis lethal factor protease; actives 0.12% (n = 360,000); AID 588501; multiplex microsphere protease cleavage assay, LF; P15917; inhibition, % at 10 µM; also: plate controls were buffer without enzyme for full effect and enzyme alone for no effect
SARS 3CLpro inh = SARS-CoV 3CLpro protease inhibition; P0C6X7; recombinant SARS-CoV 3CLpro, quenched FRET peptide cleavage; inhibition, % at 6 µM; actives 0.14% (n = 290,000); AID 1706; in the data active = inhibition above about 12%
Vc quorum ag = inducers of Vibrio cholerae quorum light production without autoinducers. actives 0.16% (n = 350,000). activation, % at 18.7 µM. V. cholerae BH1578 lux reporter, luminescence, 6 h; in the data active = activation mostly above about 9.7%, no sharp cut-off; inconclusive = no clear call, values can overlap the other calls; inactive = mostly below about 3.7%; also: not every result past the cut was called active; inactives centre near 0; reference of the scale not given here
PfHsp40 yeast = restores yeast growth despite PfHsp40 toxicity; growth rescue, % at 12.5 µM; S. cerevisiae expressing PfHsp40, growth rescue, ATP luminescence; actives 0.68% (n = 340,000); AID 504582; in the data active = growth rescue above about 28%, passing the limit was not always enough; inconclusive = no clear call, values can overlap the other calls;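 also: yeast W303a lacking pdr1 and pdr3 grown in galactose medium; growth measured after three days at 30 °C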
An asterisk follows results filed as active; i = inactive; u = inconclusive; x = no result given; & = joins results of further samples. Rule as the data show it, unless noted: active = inhibition above about 30%; inconclusive = no clear call, values can overlap the other calls; inactive = below that. Some of the compounds tested. The share of hits here may be higher or lower than overall.

SMILES	CCHF vOTU inh	BoNT A protease	VHR inh abs	Yp Topo-I inh	TcdB GH inh	SSB-PriA inh	Anthrax LF prot	SARS 3CLpro inh	Vc quorum ag	PfHsp40 yeast
CCc1ccc(NC(=O)CN(CC(=O)Nc2ccc(CC)cc2)CC(C)O)cc1 (stereo not given)	8	1.0	2	13	0.9	-6	0	4	i	0.8
CC(C)C[C@@H](CN)NC(=O)c1nc[nH]c1C(=O)N[C@@H](C)C(=O)CNC[C@H](C)NC(=O)c1nc[nH]c1C(=O)N[C@@H](CC(C)C)C(=O)O	-5	-0.3	x	0	-0.5	3	-6	x	i	-1.4
Cc1nn(CCC#N)c(NC(=O)c2ccccc2)c1P(=O)(Nc1ccc(Br)cc1)N1CCOCC1 (stereo not given)	-3	0.4	-15	3	2.0	6	-6	1	i	-0.6
Cc1c(N2C(=O)c3ccccc3C2=O)c(=O)n(-c2ccccc2)n1C	-10	0.3	-50	-2	x	-18	-3	5	17*	-0.7
COc1cc(O)c(C(CC(=O)N2CCN(c3ccccc3)CC2)c2ccc3c(c2)OCO3)c(OC)c1 (stereo not given)	9	-0.3	22	26	x	33	7	x	-0.1	0.3
CCOc1ccc(S(=O)(=O)N(C)CC(=O)NC2CCCC2)cc1	-2	-0.9	24	5	2.2	5	-4	-2	-0.7	0.1
CC1(c2ccc([N+](=O)[O-])c(CS(=O)(=O)c3ccccc3)c2)OCCO1	-9	0.0	18	8	1.9	-1	-4	0	-0.2	-1.0
COc1cc(OC)cc(-c2nnc(SCC(=O)Nc3ccc(C(=O)O)cc3)s2)c1	-15	0.2	11	1	-1.6	-8	-3	3	i	-0.7
COc1ccc(-c2nc3ccccn3c2NCc2ccc3c(c2)OCO3)cc1	-23	-0.4	18	18	x	37	0	-3	i	1.4
CCCCCN(C(=O)CCC(=O)OCC(=O)N(CC)c1ccccc1)c1c(N)n(CCCC)c(=O)[nH]c1=O	3	-1.8	x	15	-0.5	-4	-2	x	i	-1.0
CCOc1ccc2nc(N3CCCCCC3)sc2c1	x	-0.4	25	17	1.6	-19	-4	7	i	13
COc1ccccc1N1CCN(CCCCOc2c(OC)cccc2OC)CC1	-15	-4.9	17	3	0.0	-8	-25	1	-0.6	0.3
O=C(O)c1cc(-c2ccc(Cl)s2)[nH]n1	-7	-0.9	14	2	-0.6	2&-2	-5	-1	-0.1	1.9
N#CCCN1CCN(S(=O)(=O)c2ccc(S(=O)(=O)NC3CCCC3)cc2)CC1	-3	0.2	-1	-7	0.8	-6	-5	-1	i	1.2
O=C(Cc1ccccc1)Nc1ccccc1C(=O)NCC1CCCO1 (stereo not given)	-7	0.3	-4	11	0.1	-2	6	10	7.7	-0.1
COC(=O)C(Cc1c[nH]c2ccccc12)NC(=O)c1ccc2nc[nH]c2c1 (stereo not given)	-4	u	x	-10	0.9	11	u	x	i	-1.5
Cc1ccc(C)c(/C(O)=C2/C(=O)C(=O)N(CCN3CCOCC3)C2c2ccco2)c1 (stereo not given)	7	0.4	-13	2	x	x	1	2	i	0.2
Nc1c(Cl)ncnc1NCC(O)CO (stereo not given)	-6	-0.8	16	-1	0.9	1	-7	0	-0.3	0.0
CN(Cc1ccccc1)N=Nc1nc[nH]c1C(N)=O	6	-0.1	x	x	0.0	x	-2	x	x	x
COc1ccc(C(O)c2nc(-c3cccc(C(=O)O)c3)cs2)cc1 (stereo not given)	20	0.4	x	8	-1.5	x	-3	x	i	x
O=C(N/N=C/c1cc(Br)cc(Br)c1O)c1cccc(S(=O)(=O)N2CCOCC2)c1	2	6.2	-4	-7	0.0	x	2	5	-0.4	0.5
COC(=O)c1cc(S(=O)(=O)N2CCN(c3ccc([N+](=O)[O-])cc3)CC2)c[nH]1	22	1.0	13	-2	0.9	-6	0	0	0.0	-0.6
CN(C)C(=O)c1ccc(NC(=O)c2cccnc2)cc1	-3	0.0	16	1	x	-10	5	-7	i	0.1
O=C(N/N=C/c1ccc2c(c1)OCO2)c1ccc2c(c1)OCCO2	5	0.6	2	-4	x	x	-2	3	-0.2	0.4
CCOc1ncccc1C(=O)Nc1cc(S(=O)(=O)N2CCCCC2)ccc1C	-5	5.1	x	-10	-4.5	-4	12	x	i	-0.7
CC(OC(=O)CCN1C(=O)C2CC=CCC2C1=O)C(=O)Nc1cccc(Cl)c1 (stereo not given)	14	3.9	x	2	-14	-1	-1	x	-0.1	-0.5
CCOC(=O)N1CCN(c2c(NCCCN3CCCCCC3)c(=O)c2=O)CC1	6	-0.1	21	-1	1.7	-7	-2	1	x	-0.9
COc1ccc(C(=O)/C=C/c2cc(C(=O)O)cc3c2OCOC3)c(O)c1	-4	-0.2	11	-4	-0.2	-2	-4	2	-0.4	1.1&-1.5
CCOc1cc(C(=O)Nc2cc(C)ccn2)cc(OCC)c1OCC	0	-0.5	7	2	x	0	-8	3	-0.1	1.3
CC(=O)c1cccc(N(C(=O)CS(=O)CC(=O)Nc2ccc(F)cc2)C(C(=O)NC2CCCCC2)c2ccc(C)o2)c1 (stereo not given)	-2	-0.9	47	4	x	3	0	3	3.5	-2.8
COC(=O)c1cn(NC(=O)Cc2cccc(C(F)(F)F)c2)c(=O)c2ccccc12	-2	-0.3	12	-4	-2.6	-8	6	1	3.1	0.3
O=C1NC(Cc2ccccc2)c2nc3cc(F)ccc3c(=O)n2-c2ncccc21 (stereo not given)	4	-0.8	x	1	0.9	x	2	x	-2.3	x
CC(=O)Nc1ccc(S(=O)(=O)NCC(CCC(=O)O)C(F)(F)F)cc1 (stereo not given)	-4	-0.3	17	6	-0.1	-3	2	2	-0.4	-0.7
CN(C(=O)COC(=O)c1sc2ccccc2c1Cl)C1CCCCC1	10	0.1	-7	u	0.3	-2	-1	-1	-0.4	8.1
O=c1n(Cc2ccccc2)c2cc(Cl)cnc2n1Cc1ccccc1	7	0.2	-15	29	x	-26	-4	0	-0.3	1.2
Cc1cnc(C(=O)OCC(=O)c2cc(C)n(C)c2C)cn1	-7	-0.2	-4	7	0.7	-7	-3	1	-1.6	0.4
CCN1CCN(C(=O)c2ccc(CS(=O)(=O)Cc3ccccc3Cl)o2)CC1	-4	0.0	x	0	0.7	x	-4	x	0.5	x
O=C(C1CC(Cl)CN1S(=O)(=O)c1ccc(Cl)cc1)N1CCOCC1 (stereo not given)	-8	2.2	-4	9	0.3	-3	2	-1	-0.6	-0.1
CC(C)N(C)c1ncnc2c1ncn2[C@H]1CN(Cc2ccc(F)cc2)C[C@@H](CO)O1	16	0.1	x	14	-9.3	x	-14	x	-0.8	x
Cn1c(=O)n(C)c2cc(NC(=O)c3ccccc3)ccc21	-12	0.8	x	-6	0.7	x	0	x	-0.3	x

3 of the compounds above, with each value named.
CC(OC(=O)CCN1C(=O)C2CC=CCC2C1=O)C(=O)Nc1cccc(Cl)c1 (stereo not given)
  CCHF vOTU inh: 14
  BoNT A protease: 3.9
  VHR inh abs: x
  Yp Topo-I inh: 2
  TcdB GH inh: -14
  SSB-PriA inh: -1
  Anthrax LF prot: -1
  SARS 3CLpro inh: x
  Vc quorum ag: -0.1
  PfHsp40 yeast: -0.5
CCOC(=O)N1CCN(c2c(NCCCN3CCCCCC3)c(=O)c2=O)CC1
  CCHF vOTU inh: 6
  BoNT A protease: -0.1
  VHR inh abs: 21
  Yp Topo-I inh: -1
  TcdB GH inh: 1.7
  SSB-PriA inh: -7
  Anthrax LF prot: -2
  SARS 3CLpro inh: 1
  Vc quorum ag: x
  PfHsp40 yeast: -0.9
COc1ccc(C(=O)/C=C/c2cc(C(=O)O)cc3c2OCOC3)c(O)c1
  CCHF vOTU inh: -4
  BoNT A protease: -0.2
  VHR inh abs: 11
  Yp Topo-I inh: -4
  TcdB GH inh: -0.2
  SSB-PriA inh: -2
  Anthrax LF prot: -4
  SARS 3CLpro inh: 2
  Vc quorum ag: -0.4
  PfHsp40 yeast: 1.1&-1.5

(next part)
SMILES	CCHF vOTU inh	BoNT A protease	VHR inh abs	Yp Topo-I inh	TcdB GH inh	SSB-PriA inh	Anthrax LF prot	SARS 3CLpro inh	Vc quorum ag	PfHsp40 yeast
CCN(CC)S(=O)(=O)c1ccc(N=Nc2c(N)[nH]c(=O)[nH]c2=O)cc1	-6	-0.5	16	-1	-0.7	4&-2	-1	-2	-0.3	-0.8
C/C(CC1(O)C(=O)N(Cc2ccccc2)c2ccccc21)=N\O (stereo not given)	-2	-0.1	-17	-1	x	x	0	-1	i	-2.0
CC(CNC(=O)c1ccc(N)cc1)NC(=O)c1ccc(N)cc1 (stereo not given)	-3	-0.2	2	-11	-0.4	-14	-1	5	1.4	-1.5
N#CC1C(=O)c2ccccc2C1c1ccccc1 (stereo not given)	11	-0.4	x	-5	0.8	0	-4	x	i	-0.2
O=C(CN1CCN(c2ncccn2)CC1)Nc1ccccc1-n1cccc1	-4	0.2	3	23	1.4	16	-4	-3	i	-1.0
CCN1C(=O)C2C(c3ccc(O)c(OC)c3)NC(C)(C(=O)OC)C2C1=O (stereo not given)	19	0.8	21	7	x	-2	-15	-4	i	0.3
COc1cc(C(=O)OCC(=O)Nc2cc(C)on2)cc(OC)c1OC	-5	0.4	2	5	x	1	2	-8	-0.5	-0.8
OC(c1ccc(F)c(F)c1)c1nc(-c2ccc3ccccc3c2)cs1 (stereo not given)	8	0.0	x	-2	0.5	x	-2	x	-0.3	x
CCC(C(=O)NCCCN1CCCC1=O)n1c2ccccc2c2nc(=O)cc(C)n21 (stereo not given)	-1	4.1	-3	2	0.8	-3	6	5	-0.2	-0.5
Fc1ccc(CN2CCN(C(=S)NCCc3ccccc3)CC2)c(Cl)c1	8	-1.2	27	19	0.4	-19	0	1	0.0	1.0
COc1ccccc1OCC(O)CNCc1ccc2c(c1)OCO2 (stereo not given)	6	-1.1	12	3	0.1	-1	-4	0	0.8	-0.8
CCCCN(c1ccccc1)S(=O)(=O)c1cccc2cccnc12	1	0.0	33	24	1.7	-10	1	5	-0.6	0.3
CCCN(CC(=O)Nc1cc(C)on1)CC(=O)Nc1ccc(F)c(F)c1F	22	x	x	-11	1.5	-2	x	x	1.4	0.3
Cn1c(OCc2cccnc2)nc2c1c(=O)n(Cc1ccc(Cl)cc1)c(=O)n2C	0	-1.0	x	-3	x	0	-7	3	-0.2	2.3
COc1ccc(C(C(=O)NC(C)(C)C)N(CCO)C(=O)CCC(=O)Nc2cc(C)on2)cc1 (stereo not given)	-1	-0.5	6	3	-0.2	-8	5	-2	-0.3	-0.5
COc1cc(C(CC(=O)Nc2ccc(C)cn2)N2Cc3ccccc3C2=O)cc(OC)c1OC (stereo not given)	-1	0.4	-5	1	-0.7	4	1	-2	i	0.5
Cc1ccc(S(=O)(=O)NCc2ccc3[nH]c(C)cc3c2)cc1	12	20	16	0	0.4	43*	0	-3	-2.1	8.7
Cc1ccc(NC(=O)c2ccc(CSc3ccccn3)cc2)c(O)c1	-2	0.3	36	10	-0.1	8	-2	10	-0.5	-1.7
CCOc1ccc(-c2nnc(-c3ccco3)o2)cc1OCC	-19	2.5	25	-2	x	-8	4	3	i	1.3
CC(C)N(CCNC(=O)c1cn(C)c2ccc(S(=O)(=O)N(C)C)cc2c1=O)Cc1ccccc1	25	0.4	42	10	1.1	-11	-2	-1	-0.4	-0.2
CSc1nc(-c2ccccc2)nn1C(=O)c1ccc(C)cc1	15	0.6	8	7	x	-8	-1	1	0.0	1.5
CCOC(=O)CCC(=O)NCc1ccc2[nH]c(C)cc2c1	-3	4.8	25	11	x	8	2	-11	-0.7	-1.0
O=C1C2CCCN2C(c2cccs2)N1c1ccc(F)cc1 (stereo not given)	3	1.8	-2	0	0.5	-4	-1	0	i	-0.7
CC(NC(=O)COC(=O)C1CC2CCCC(C1)C2=O)c1ccccc1 (stereo not given)	7	-0.5	x	1	0.5	-12	-2	x	i	-0.9
O=S(=O)(Nc1nnc(-c2ccccc2)s1)c1ccc(Cl)cc1	24	-1.0	0	6	x	-16	0	6	-7.2	2.5
CCOc1ccc(-n2c(Cc3cc(=O)[nH]c(=O)[nH]3)nnc2SC(C)C)cc1	-8	-0.8	8	0	x	-6	-1	-3	3.1	-0.1

Screening data: PubChem, several laboratories
